Tau fluor counter = counter-screen for tau fibril formation inhibitors | tau K18 P301L Alexa594 fluorescence, heparin fibrillization | hit rate 0.93% among 280,000 | Potency, µM (series often up to 57.7 µM), for inactives: top-dose activity change, negative = decrease | AID 1463; note: nearly all actives have a fitted effect of over 55% in size
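Human K18 P301L tau (15 uM unlabeled plus 0.24 uM Alexa 594-labeled, final) in 100 mM sodium acetate pH 7 was mixed with compound and 20 uM heparin and incubated 6 hr at 37 C.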
Tau FP inhib = blocks human tau fibril formation measured by polarization; P10636; K18 P301L tau heparin fibrillization, Alexa594 FP, 6 h; Potency, µM (top dose mostly 57.7 µM), inactives show top-dose activity, negative = inhibition, hits mostly inhibitors; hit rate 0.39% among 280,000; AID 1468; note: nearly all actives have a fitted effect of over 55% in size
Target sequence (P10636 561-689 P618L limits assumed): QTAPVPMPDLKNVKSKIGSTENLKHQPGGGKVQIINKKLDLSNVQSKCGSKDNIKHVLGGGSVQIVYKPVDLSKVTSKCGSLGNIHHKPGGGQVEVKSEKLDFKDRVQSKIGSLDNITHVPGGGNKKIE
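Steps: dispense K18 P301L tau (15 uM plus 0.24 uM Alexa 594 tracer, final) in pH 7 sodium acetate; add compound; add heparin (20 uM final); incubate 6 hr, 37 C; add ThT (30 uM final); after 1 hr ambient, read FP.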
TexasRed fluor = counter-screen for TRb-SRC2 inhibitors: fluorescence interference; AID 1479; hit rate 0.29% among 280,000; Potency, µM (titrated, usually from 106 µM), inactives show top-dose fluorescence change, negative = quenching; TRb/SRC2 Texas Red total fluorescence interference; active = well fitted curve in either direction with a large enough effect; inconclusive = small, poorly fitted or top-dose-only effect
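Human TRb ligand-binding domain at 0.6 uM with 20 nM Texas Red SRC2 peptide in Tris buffer containing 1 uM T3 and 5% DMSO, incubated with compound 5 h at ambient temperature. Total fluorescence (555/632 nm) calculated as parallel + 2 × perpendicular.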
ALDH1A1 inh = blocks purified human ALDH1A1 activity; Purified ALDH1A1, NADH fluorescence, propionaldehyde substrate; P00352; Potency, µM (series often up to 75.3 µM), without a hit: top-dose activity, negative = inhibition, usual class: inhibitors; hit rate 7.3% among 220,000; active = well fitted inhibition curve with a large enough effect, not every such curve was filed as active; inconclusive = small, poorly fitted or top-dose-only effect, or another doubt; inactive = no such curve, though single readings can be large or run the other way;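 note: plate controls were no enzyme wells and a reference inhibitor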
aGal spleen mod = inhibitors or activators of human alpha-galactosidase in spleen homogenate | human spleen homogenate, 4MU-alpha-Gal fluorescence, 40 min | hit rate 0.008% among 240,000 | Potency, µM (series often up to 80 µM), for inactives: top-dose activity change, negative = inhibition, hits mostly inhibitors | AID 2107;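 note: 0% = enzyme with vehicle and -100% = no enzyme basal signal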
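Spleen homogenate 1 ug + cpd (titration) + 4-MU-alpha-D-galactopyranoside 1 mM; 37C 40 min; 50 mM citrate/phosphate pH 5.0, 0.01% Tween-20; stop pH 10; fluorescence 365/440; AC50 via Hill.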
TRb SRC2 PPI = TRbeta-SRC2 interaction inhibition | Potency, µM (highest dose often 106 µM), for the others: top-dose activity change, negative = inhibition, hits mostly inhibitors | P10828 | TRbeta-SRC2 peptide binding, fluorescence polarization; receptor liganded with 1 µM T3 | hit rate 0.065% among 280,000;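 note: plate controls were bound peptide for no effect and peptide without receptor for full effect; nearly all actives have a fitted effect of over 50% in size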
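Polarization signal, normalized between peptide-alone and full complex controls, measured compound effects on T3-liganded human TRb LBD (0.6 uM) binding 20 nM Texas Red SRC2 peptide after 5 hr.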
Tau ThT inhib = blocks human tau fibril formation measured by thioflavin T; P10636; recombinant tau K18 P301L (four-repeat tau fragment), heparin-induced fibrillization, ThT fluorescence; Potency, µM (top dose mostly 57.4 µM), without a hit: at the highest dose activity, negative = inhibition, hits mostly inhibitors; hit rate 2.1% among 270,000; note: nearly all actives have a fitted effect of over 55% in size
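In this qHTS, human K18 P301L tau is incubated with compound and heparin for 6 hr at 37 C, and Thioflavin T fluorescence then reports fibril load.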
L3MBTL1 block = inhibitors of human L3MBTL1; Q9Y468; AID 485360; Potency, µM (titrated, usually from 57.1 µM), for inactives: top-dose activity, negative = inhibition, hits mostly inhibitors; AlphaScreen L3MBTL1–H3K9me1 peptide binding; hit rate 0.66% among 230,000; note: nearly all actives have a fitted effect of over 60% in size
Target sequence (Q9Y468 whole entry, looked up): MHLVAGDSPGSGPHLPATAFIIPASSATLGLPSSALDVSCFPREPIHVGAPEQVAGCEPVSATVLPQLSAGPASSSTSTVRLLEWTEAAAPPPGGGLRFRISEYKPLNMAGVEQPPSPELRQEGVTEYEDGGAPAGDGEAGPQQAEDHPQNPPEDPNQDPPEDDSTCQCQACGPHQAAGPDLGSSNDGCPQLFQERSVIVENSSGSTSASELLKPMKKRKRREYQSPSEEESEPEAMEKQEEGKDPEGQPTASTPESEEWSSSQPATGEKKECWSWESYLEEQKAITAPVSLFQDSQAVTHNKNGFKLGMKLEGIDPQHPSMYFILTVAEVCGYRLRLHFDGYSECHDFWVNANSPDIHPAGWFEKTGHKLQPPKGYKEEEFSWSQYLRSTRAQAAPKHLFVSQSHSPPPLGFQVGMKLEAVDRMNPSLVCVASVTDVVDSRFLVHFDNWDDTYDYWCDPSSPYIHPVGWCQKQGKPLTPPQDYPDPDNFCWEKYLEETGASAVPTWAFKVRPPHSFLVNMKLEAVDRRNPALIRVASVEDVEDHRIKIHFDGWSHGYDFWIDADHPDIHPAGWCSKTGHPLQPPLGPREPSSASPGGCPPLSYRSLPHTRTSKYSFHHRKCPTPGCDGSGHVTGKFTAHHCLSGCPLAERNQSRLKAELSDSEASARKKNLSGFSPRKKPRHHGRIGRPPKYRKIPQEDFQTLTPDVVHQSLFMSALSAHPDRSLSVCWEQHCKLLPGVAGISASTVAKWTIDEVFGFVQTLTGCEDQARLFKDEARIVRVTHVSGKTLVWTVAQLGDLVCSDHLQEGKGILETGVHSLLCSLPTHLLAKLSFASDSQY
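First, the protein-peptide complex forms for 30 min at room temperature (L3MBTL1 50 nM, biotinylated H3K9me1 peptide 75 nM). Next, compounds are pin-transferred and incubated 30 min. Finally, AlphaScreen beads are added and read after 30 min.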
An asterisk follows results filed as active; ? = inconclusive; / = no result given; [ ] = another dose, or the depositor's remark. Unless noted, calls come from the whole dose curve; as a rule, active = well fitted curve in the direction sought with a large enough effect; inconclusive = small, poorly fitted or top-dose-only effect, or another doubt; inactive = no such curve, though single readings can be large; an effect the other way counts as inactive or inconclusive. Unless noted, % is set by controls: 0 for no effect and ±100 for the full control effect; potency is the fitted concentration of half-maximal effect.

# | molecule | Tau fluor counter | Tau FP inhib | TexasRed fluor | ALDH1A1 inh | aGal spleen mod | TRb SRC2 PPI | Tau ThT inhib | L3MBTL1 block
1 | CN1C(C(=O)Nc2cccc(O)c2)=CC(c2ccco2)=NS1(=O)=O | 4% | -4% | -2% | / | / | -1% | 10% | -5%
2 | CCOC(=O)c1sc(NC(=O)c2cc3nc(-c4ccccc4)cc(C(F)(F)F)n3n2)c(C(=O)OCC)c1C | -8% | -5% | -2% | / | / | 3% | -4% | /
3 | COC(=O)Cc1ccc(NC(=S)N2CCCC(CO)C2)cc1 (stereo unspecified) | -1% | 2% | -6% | 4% | -1% | 7% | -5% | 6%
4 | CCCCOC(OCCCC)[C@H](O)CSc1ccc2ccccc2c1 | -20%[11.6 µM] | -1%[11.6 µM] | 1%[11.2 µM] | 4%[13.5 µM] | 0%[17.5 µM] | 3%[11.2 µM] | -13%[11.5 µM] | /
5 | COc1cccc(C(=O)Nc2cc(C)on2)c1OC | 0% | 16% | -2% | 6% | -11% | -2% | -7% | /
6 | O=C(Nc1ccc(F)cc1)Nc1ccc([N+](=O)[O-])cn1 | -19% | 2% | -1% | 14% | -9% | -1% | -18% | /
7 | Cc1cc2cc(CNS(=O)(=O)N(C)C)ccc2[nH]1 | -30% | 1% | -5% | -6% | -1% | -1% | ? | -11%
8 | Cc1ccc2c(c1)NC(=O)C(CC(=O)NCCCN1CCN(C3CCCCC3)CC1)O2 (stereo unspecified) | -5% | -1% | -3% | -5% | 0% | 3% | -17% | 5%
9 | Cc1ccc(C(=O)Nc2nc(=O)n(C(=O)C3CC3)s2)cc1 | -22% | ? | -3% | -1% | 8% | -14% | 8.9µM* | 4%
10 | CCCNC(=O)NC(=O)CSc1cccc(C(F)(F)F)c1 | -11% | -1% | 1% | 7% | 5% | 3% | -6% | 10%
11 | COc1ccc2c(C)cc(SCC(=O)Nc3ncc(Cl)cc3Cl)nc2c1 | -1% | 11% | -5% | ? | 21% | -2% | -1% | -9%
12 | Cc1ccc(NC(=O)C2CCCO2)cc1[N+](=O)[O-] (stereo unspecified) | 1% | 1% | -1% | -7% | 2% | 8% | -1% | -1%
13 | CC(C)c1ccc(Nc2c(-c3ccccn3)nc3ccccn23)cc1 | ? | 2% | 0% | / | / | 4% | ? | /
14 | O=c1[nH]c(NCCO)nc2c1C1(CCCCC1)Cc1ccccc1-2 | ? | ? | 1% | ? | 20% | 3% | -6% | /
15 | CCn1c2ccccc2c2nc3cc(C(=O)O)ccc3nc21 | 7% | -1% | 0% | -8% | 1% | 10% | ? | -7%
16 | O=C(NNC(=O)c1ccccc1Br)c1cccc(Cl)c1 | -7% | 7% | -2% | -6% | -3% | -20% | -9% | -3%
17 | Cc1cccc(C)c1NC(=O)Cn1cc(S(=O)(=O)Cc2ccc(F)cc2)c2ccccc21 | -24% | -6% | -22% | / | / | 9% | -10% | /
18 | Cc1ccc(CNC(=O)CCc2c(C)c3cc4c(C)coc4cc3oc2=O)cc1 | -12% | 9% | 5% | / | / | 5% | -13% | /
19 | COc1cc(C2CC(=O)N(CC(=O)NCc3ccco3)c3ccccc3S2)cc(OC)c1OC (stereo unspecified) | -6% | -3% | 2% | ? | 4% | 5% | -8% | -4%
20 | N#CCCn1cc(C=O)c(-c2cccs2)n1 | 2% | 12% | 1% | 0% | -3% | 1% | 1% | 5%
21 | COc1ccc(NC(=O)/C(=C/c2ccc3c(c2)OCO3)NC(C)=O)cc1 | 9% | 2% | -3% | 4% | 0% | -1% | 9% | 4%
22 | CCOc1ccc(NC(=O)C[n+]2ccccc2)cc1 | 6% | 0% | -9% | 8% | 0% | 2% | 3% | 10%
23 | Cc1ccc(N2C(=O)c3ccc(C(=O)N4CCN(c5cccc(C)c5C)CC4)cc3C2=O)cc1 | -6% | -6% | -1% | -1% | 3% | -10% | -5% | -2%
24 | C=C(C)Cn1c(Sc2nc3ccccc3[nH]2)nc2c1c(=O)[nH]c(=O)n2C | 1% | -10% | 2% | ? | 17% | -25% | -2% | 21%
25 | COc1ccc(C(=O)NCCn2cc(SCc3cccc(F)c3)c3ccccc32)cc1OC | ? | -13% | -19% | / | / | 8% | ? | /

An excerpt of these results, with one line to a screen.
#13 CC(C)c1ccc(Nc2c(-c3ccccn3)nc3ccccn23)cc1
#1 CN1C(C(=O)Nc2cccc(O)c2)=CC(c2ccco2)=NS1(=O)=O
#7 Cc1cc2cc(CNS(=O)(=O)N(C)C)ccc2[nH]1

| compound no. | 13 | 1 | 7 |
| --- | --- | --- | --- |
| Tau fluor counter | ? | 4% | -30% |
| Tau FP inhib | 2% | -4% | 1% |
| TexasRed fluor | 0% | -2% | -5% |
| ALDH1A1 inh | / | / | -6% |
| aGal spleen mod | / | / | -1% |
| TRb SRC2 PPI | 4% | -1% | -1% |
| Tau ThT inhib | ? | 10% | ? |
| L3MBTL1 block | / | -5% | -11% |

Next entries.
# | molecule | Tau fluor counter | Tau FP inhib | TexasRed fluor | ALDH1A1 inh | aGal spleen mod | TRb SRC2 PPI | Tau ThT inhib | L3MBTL1 block
26 | CN(C1=C(NC(=O)c2ccccc2)C(=O)c2ccccc2C1=O)C1CCS(=O)(=O)C1 (stereo unspecified) | -27% | ? | 0% | ? | -9% | 2% | 14µM* | -29%
27 | CCOC(=O)C1C(=O)NC(N2CCCCC2)=NC1C(C)C (stereo unspecified) | -3% | -2% | 1% | -7% | 1% | 13% | -5% | 0%
28 | Cc1ccc(Nc2nc(-c3sc(NC(=O)c4cccc(Cl)c4)nc3C)cs2)cc1 | ? | ? | 16% | 16µM* | -3% | -1% | ? | -9%
29 | Cc1nc2c(-c3ccccc3)c(C)nn2c(C)c1CCC(=O)N1CCN(c2ccc(F)cc2)CC1 | -23% | -2% | -3% | / | / | 1% | ? | /
30 | Cn1c(=O)c2[nH]c(CN3CCN(Cc4ccccc4)CC3)nc2n(C)c1=O | 8% | -1% | -9% | 1% | -4% | -2% | -4% | /
31 | COc1ccc(Br)cc1CNC(=O)c1cc(=O)[nH]c2ccc(S(=O)(=O)N3CCCC3)cc12 | 1% | -11% | -1% | / | / | -7% | 13% | /
32 | COCCCN(C(=S)NC(=O)C(C)(C)C)c1c(N)n(Cc2ccccc2)c(=O)[nH]c1=O | -12% | -9% | -2% | 28µM* | -1% | 9% | ? | -2%
33 | Cc1cc(C(=O)COC(=O)C2=COCCO2)c(C)n1-c1ccc2c(c1)OCO2 | -2% | 2% | -2% | 16µM* | 6% | -6% | ? | -22%
34 | COc1cc(C(=O)Nc2nc(-c3ccc(Cl)cc3)c(C)s2)ccc1OCC(=O)Nc1ccc(F)cc1 | -7% | -13% | 1% | ? | 0% | 3% | -11% | -11%
35 | COc1cc(C(=O)OC(C)CN2CCN(C)CC2)cc(OC)c1OC (stereo unspecified) | 6% | 8% | -4% | 4% | -2% | 3% | -2% | 0%
36 | Cc1cccc(NC(=O)Cn2c(O)c(N=NC(=O)c3ccccc3O)c3ccccc32)c1 | ? | 0% | -1% | 13µM* | 2% | -1% | 16µM* | -2%
37 | c1ccc(OCCn2cnc3ccccc32)cc1 | -3% | 2% | -4% | 9% | 4% | -8% | -18% | ?
38 | FC(F)(F)c1ccc2nnc(-c3c(Cl)cccc3Cl)n2c1 | -2% | 3% | -2% | ? | 11% | -4% | -12% | -10%
39 | COc1ccc2[nH]c(C(=O)Nc3ccc(C)c(F)c3)cc2c1 | -20% | 8% | -7% | ? | 4% | 6% | -23% | 50%[activator]
40 | Cc1ccc(S(=O)(=O)N2CCN(C3CC(=O)N(Cc4ccccc4)C3=O)CC2)cc1C (stereo unspecified) | -19% | 0% | -6% | ? | 1% | 4% | -16% | -3%
41 | CCCCOC(=O)CCn1c(=S)oc2ccccc21 | -9% | 2% | -4% | -2% | 6% | -4% | -10% | 17%
42 | C/C(CCc1ccccc1)=N\NC(=O)c1ccccc1 | 6% | 11% | -1% | -1% | -1% | 0% | -1% | 9%
43 | O=C(CCC1COc2ccccc2O1)NCc1ccco1 (stereo unspecified) | -1% | -7% | -3% | -11% | -3% | -5% | ? | -17%
44 | CCOc1ccccc1CNC(=O)c1nn(CC)cc1[N+](=O)[O-] | 5% | 6% | 0% | -4% | 4% | 1% | -11% | -2%
45 | CCn1cc(C(=O)OCC(=O)Nc2cccc(Cl)c2Cl)c(=O)c2ccc(C)nc21 | 2% | 2% | -4% | 10% | -4% | -3% | -4% | 6%
46 | CCCn1c(CN2CCN(C(=O)OCC)CC2)nc2c1c(=O)n(C)c(=O)n2C | 6% | 3% | -1% | 7% | 4% | 10% | 2% | 14%
47 | CC(=O)NC(=O)COC(=O)c1ccc2ncsc2c1 | -2% | -5% | -2% | 3% | -7% | -4% | -6% | /
48 | O=C(/C=C/Nc1ccccc1C(=O)O)c1cccs1 | -21% | -5% | -1% | ? | -9% | 7% | ? | 3%
49 | Cc1ccc(C(=O)C[n+]2ccc3ccccc3c2)cc1 | -18% | -6% | -2% | 10% | 5% | -6% | ? | /
50 | CC(C)(c1ccccc1)c1ccc(OCCCNCCO)cc1 | -19% | -11% | -5% | -13% | 0% | -8% | -4% | /

# | molecule | Tau fluor counter | Tau FP inhib | TexasRed fluor | ALDH1A1 inh | aGal spleen mod | TRb SRC2 PPI | Tau ThT inhib | L3MBTL1 block
51 | O=C(NCc1ccco1)c1cc(S(=O)(=O)N2CCOCC2)c(Cl)cc1Cl | -5% | -6% | -7% | 4% | 9% | 2% | -7% | -1%
52 | COC(=O)CSc1nnc(CNc2ccc(OC)cc2)n1C | 4% | 1% | 2% | -5% | ? | -12% | -3% | -3%
53 | O=C(Nc1ccc(Cl)cc1)[C@@H]1[C@@H]2C(=O)N(c3ccc(Cl)cc3)C(=O)[C@@H]2[C@H]2C=CC=NN21 | -22% | -4% | 1% | ? | 4% | -9% | ? | /
54 | Cc1ccccc1OCC(=O)NNC(=O)Nc1ccc(Cl)cc1 | -13% | -14% | 1% | 11% | -19% | -16% | 5% | 0%
55 | Cc1cc(C)cc(N(C(=O)c2sc(C)nc2C)C(C(=O)NCc2ccco2)c2ccccc2)c1 (stereo unspecified) | -14% | -5% | -7% | 6% | -7% | 1% | -15% | 3%
56 | O=C(Cn1ncc(N2CCCC2)c(Br)c1=O)c1ccc(Cl)cc1 | -14% | -7% | -3% | 2% | 3% | 7% | ? | -1%
57 | Cc1cc(C)c(C)c(C(=O)CSc2nnc(-c3ccc4[nH]c(C)c(C)c4c3)o2)c1C | ? | 8% | -1% | -15% | -2% | -8% | -18% | -9%
58 | Nc1nc(SCC(=O)Nc2ccc(S(N)(=O)=O)cc2)n[nH]1 | -2% | 2% | 0% | 11% | 1% | 2% | -7% | 10%
